EPAC2 ag: qHTS for Agonist of cAMP-regulated guanine nucleotide exchange factor 4 (EPAC2): primary screen; EPAC2 activation, biochemical qHTS; response scale: 100% = 6.5 mM cAMP response; Potency, µM (doses to about 154 µM), without a hit: at the highest dose activation, actives largely listed as activators; hit rate 0.079% among 360,000; note: nearly all actives have a fitted effect of over 50% in size
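Each well held 100 nM EPAC2, 250 nM RAP1B-BODIPY-GDP and 50 uM GDP. Fluorescence, read at 5-min intervals to 30 min, was referenced to a 6.5 mM cAMP positive control.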
TDP43 rescue: qHTS of TDP-43 Inhibitors; Potency, µM (series often up to 46.1 µM), for inactives: at the top dose growth rescue (activation), actives largely listed as activators; hit rate 1.8% among 410,000; TDP-43 expressing yeast growth rescue, BacTiter-Glo, 24 h; note: % of control where 0% means no effect; nearly all actives have a fitted effect of over 50% in size
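Readout is BacTiter-Glo luminescence of cell growth, so inhibitors register as activators. TDP-43-expressing yeast at OD600=0.02 in galactose medium, after raffinose pregrowth to mid-log, were incubated with compound for 24 hr at 30 deg C.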
EPAC1 antag: qHTS for Antagonist of cAMP-regulated guanine nucleotide exchange factor 3 (EPAC1): primary screen; AID 720709, 2013; Potency, µM (top dose mostly 115 µM), without a hit: top-dose activity change, negative = inhibition, hits mostly inhibitors; Rap guanine nucleotide exchange factor 3 (Homo sapiens), O95398; hit rate 0.14% among 360,000; EPAC1 GEF assay, Rap1b-BODIPY-GDP exchange fluorescence;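 note: plate controls were vehicle for no effect and positive control for full effect; nearly all actives have a fitted effect of over 50% in size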
EPAC2 antag: qHTS for Antagonist of cAMP-regulated guanine nucleotide exchange factor 2 (EPAC2): primary screen; Rap guanine nucleotide exchange factor 4 (Homo sapiens), Q8WZA2; EPAC2 GEF exchange of Rap1B-BODIPY-GDP, fluorescence; Potency, µM (top dose mostly 114 µM), without a hit: at the top dose activity, negative = inhibition, usual class: inhibitors; hit rate 0.18% among 360,000; note: % is set by controls: 0 for no effect and ±100 for the full control effect; nearly all actives have a fitted effect of over 45% in size; many of its hits are not listed in these tables
EPAC1 ag: qHTS for Agonist of cAMP-regulated guanine nucleotide exchange factor 3 (EPAC1): primary screen; Rap guanine nucleotide exchange factor 3 (Homo sapiens), O95398; EPAC1 agonist qHTS, biochemical assay; response scale: 100% = response to 6.5 mM cAMP; Potency, µM (series often up to 154 µM), inactives show at the top dose activation, usual class: activators; hit rate 0.073% among 360,000; AID 720707, 2013; note: nearly all actives have a fitted effect of over 60% in size
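Multi-concentration qHTS readout: loss of Rap1B-bound BODIPY-GDP fluorescence driven by 100 nM EPAC1 with excess GDP (50 uM), monitored kinetically at room temperature; agonist response expressed relative to 6.5 mM cAMP.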
FUS yeast rescue: qHTS for Suppressors of FUS Proteinopathy: Primary screen using FUS-linked yeast assay; Potency, µM (highest dose often 76.6 µM), without a hit: top-dose growth rescue (activation), usual class: activators; AID 1347120, 2019; hit rate 0.24% among 390,000; S. cerevisiae FUS-expressing, growth rescue, OD600, 24 h;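 note: plate controls were DMSO vehicle for no effect and reference control for full effect; nearly all actives have a fitted effect of over 55% in size; some results filed as inactive show a strong effect at the top dose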
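Yeast FUS proteinopathy model; galactose-induced FUS (2%), starting OD 0.005. Cpds in dilution series, 24hr, 30C, 99% humidity. Abs 600 nm growth. Pos ctrl CP55940 (top 92uM final); neg ctrl DMSO.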
aSyn rescue: qHTS of alpha-syn Inhibitors. hit rate 0.14% among 370,000. Yeast expressing alpha-synuclein, growth rescue, BacTiter-Glo, 24 h. AID 652106, 2013. Potency, µM (top dose mostly 46.1 µM), without a hit: top-dose growth rescue (activation), hits mostly activators; note: % of control where 0% means no effect; nearly all actives have a fitted effect of over 65% in size
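Screening used galactose-induced yeast with toxic alpha-synuclein levels, exposed to compound for 24 hr at 30 deg C. Cell growth, read with BacTiter-Glo luminescence, gave the measured signal.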
PTHR1 ag: qHTS for PTHR1 Agonists: Primary Screen; Parathyroid hormone/parathyroid hormone-related peptide receptor (Homo sapiens), Q03431; HEK293 GP2 PTHR1 cells, GloSensor cAMP luminescence, 1 h; Potency, µM (highest dose often 115 µM), for the others: at the highest dose activation, most hits filed as activators; hit rate 0.075% among 410,000; AID 743266, 2014; note: nearly all actives have a fitted effect of over 55% in size; some results filed as inactive show a strong effect at the top dose; inactives centre near -15; many of its hits are not listed in these tables
Target sequence (Q03431 whole entry, looked up): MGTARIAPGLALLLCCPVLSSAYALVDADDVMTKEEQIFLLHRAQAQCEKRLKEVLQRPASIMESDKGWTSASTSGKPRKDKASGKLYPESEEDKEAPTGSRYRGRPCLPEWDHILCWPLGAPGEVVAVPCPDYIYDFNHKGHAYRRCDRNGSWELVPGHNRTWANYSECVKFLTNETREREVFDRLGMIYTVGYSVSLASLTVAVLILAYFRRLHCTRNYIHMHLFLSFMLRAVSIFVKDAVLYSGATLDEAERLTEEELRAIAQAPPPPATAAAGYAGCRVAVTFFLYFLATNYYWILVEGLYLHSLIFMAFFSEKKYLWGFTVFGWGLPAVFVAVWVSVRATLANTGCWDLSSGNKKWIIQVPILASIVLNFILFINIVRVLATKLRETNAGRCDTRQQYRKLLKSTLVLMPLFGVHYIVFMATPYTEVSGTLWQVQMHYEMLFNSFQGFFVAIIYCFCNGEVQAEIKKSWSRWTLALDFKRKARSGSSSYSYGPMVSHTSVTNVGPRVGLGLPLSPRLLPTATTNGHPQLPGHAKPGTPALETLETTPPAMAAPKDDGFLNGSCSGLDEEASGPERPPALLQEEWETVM
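HEK-293-derived GP2 cells expressing PTHR1 and a GloSensor cAMP reporter, 3,000/well, plated overnight, given luciferin plus IBMX (each 0.5 mM as added) for 1 h at 37 °C, then compound for 1 h at 37 °C. Luminescence was read after 15 min at room temperature.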
Numbers without * were called inactive; i = inactive; ? = inconclusive; / = no result given; [ ] = another dose, or the depositor's remark. Calls come from the whole dose curve; as a rule, active = well fitted curve in the direction sought with a large enough effect; inconclusive = small, poorly fitted or top-dose-only effect, or another doubt; inactive = no such curve, though single readings can be large; an effect the other way counts as inactive or inconclusive. Potency is the fitted concentration of half-maximal effect. Not all compounds are listed, so the mix of outcomes need not match the whole.

SMILES | EPAC2 ag | TDP43 rescue | EPAC1 antag | EPAC2 antag | EPAC1 ag | FUS yeast rescue | aSyn rescue | PTHR1 ag
COc1ccc(CCNC(=O)c2cc([N+](=O)[O-])cc([N+](=O)[O-])c2)cc1OC | 3% | 2% | 2% | 0% | 5% | 7% | -1% | 0%
Cc1ccoc1C(=O)N1CCCC(CO)(Cc2ccc(F)cc2)C1 (configuration not stated) | 16% | 7% | 6% | 0% | 5% | 31% | 12% | -5%
CCOc1ccc(-n2c(COc3ccccc3)nnc2SCC(N)=O)cc1 | 0% | 14% | 0% | 6% | 0% | 30% | 2% | 26%[57.5 µM]
Brc1ccc2[nH]c3c(c2c1)CCC3 | 13% | ? | -12% | 1% | -2% | 23% | -21% | i
Cc1ccc(C(=O)Nc2nc3ccc(S(C)(=O)=O)cc3s2)s1 | 8% | 14% | -4% | -1% | 10% | 29% | 1% | -17%[57.5 µM]
Cc1ccc(CNC(=O)c2ccc(S(=O)(=O)N3CCCCCC3)cc2)cc1 | -1% | 16% | -9% | -2% | 12% | -13% | -1% | i
CNC(=S)N1CCN(C(c2ccccc2)c2ccccc2)CC1 | 3% | -20%[0.397 µM] | -4% | 0% | -8% | 21% | 7% | i
NCC(O)COCCC12CC3CC(CC(C3)C1)C2 (configuration not stated) | -7% | -7% | 3% | 0% | -2% | 19% | 0% | i
CCOCCCNC(=O)CN1C(=O)/C(=C/c2ccccc2)Sc2ccccc21 | -9% | 3% | -11% | -8% | -6% | / | 1% | i
CCOc1ccccc1N1CCN(c2nc3ccccc3nc2C(C#N)C(=O)OC)CC1 (configuration not stated) | -3% | 13% | 4% | -2% | 6% | -16% | 8% | -17%

Entries from the list above with a halogen:
SMILES | EPAC2 ag | TDP43 rescue | EPAC1 antag | EPAC2 antag | EPAC1 ag | FUS yeast rescue | aSyn rescue | PTHR1 ag
Cc1ccoc1C(=O)N1CCCC(CO)(Cc2ccc(F)cc2)C1 (configuration not stated) | 16% | 7% | 6% | 0% | 5% | 31% | 12% | -5%
Brc1ccc2[nH]c3c(c2c1)CCC3 | 13% | ? | -12% | 1% | -2% | 23% | -21% | i

The listing picks up; the two compounds before the break are reprinted first.
SMILES | EPAC2 ag | TDP43 rescue | EPAC1 antag | EPAC2 antag | EPAC1 ag | FUS yeast rescue | aSyn rescue | PTHR1 ag
CCOCCCNC(=O)CN1C(=O)/C(=C/c2ccccc2)Sc2ccccc21 | -9% | 3% | -11% | -8% | -6% | / | 1% | i
CCOc1ccccc1N1CCN(c2nc3ccccc3nc2C(C#N)C(=O)OC)CC1 (configuration not stated) | -3% | 13% | 4% | -2% | 6% | -16% | 8% | -17%
CCCn1c(Nc2nc3ccccc3n2C)nc2ccccc21 | 6% | -72%[inhibitor] | 2% | -2% | 4% | 54% | -36%[inhibitor] | i
CCOC(=O)c1c(NC(=O)C2C3C=CC(C3)C2C(=O)O)sc2c1CC(C)CC2 (configuration not stated) | 0% | -9% | 9% | 0% | -13% | 1% | 1% | -31%[inhibitor]
CN(C(=O)Nc1cccc([N+](=O)[O-])c1)c1ccccc1 | 7% | ? | 4% | -1% | 0% | / | 5% | -6%
Cc1cc(NC(=O)CSc2nc3c(c(=O)n(C)c(=O)n3C)n2C(C)C)no1 | 2% | -5% | -6% | -1% | 4% | 23% | 9% | -1%[57.5 µM]
COc1cc(-c2[nH]nc3c2C(c2ccco2)C(C#N)=C(N)O3)cc(OC)c1OC (configuration not stated) | 3% | 1% | -13% | -22% | 3% | 1% | -2% | -54%[inhibitor]
O=[N+]([O-])c1ccc(-c2nc3ccc([N+](=O)[O-])cc3[nH]2)cc1 | 1% | -18% | 4% | 13% | 3% | 13% | -2% | -12%[57.5 µM]
COc1ccc(-c2nc3cnccn3c2NC(C)(C)CC(C)(C)C)cc1O | 2% | 2% | -12% | -14% | -16% | 30% | 0% | -3%
CC1CCN(Cc2cc(=O)oc3cc4c(cc23)CCCC4)CC1 | 4% | 10% | 2% | -17% | -1% | 3% | 0% | i
Cc1ccc(C(c2sc3ncnn3c2O)N2CCCCC2)cc1 (configuration not stated) | 7% | -20% | 5% | 11% | -14% | 0% | 2% | i
CC(=O)c1ccc(NC(=O)N2CCCC(C(=O)c3ccc4c(c3)OCO4)C2)cc1 (configuration not stated) | -4% | 12% | -3% | -17% | 1% | 3% | 15% | -77%[inhibitor]
O=S(=O)(c1ccc(=S)[nH]c1)N1CCN(Cc2ccccc2)CC1 | 3% | 0% | -4% | 0% | 7% | 3% | -6% | i
O=C(COC(=O)c1cccc(S(=O)(=O)N2CCN(c3ccccc3)CC2)c1)NCc1ccco1 | -12% | 7% | -20% | 11% | -22% | -2% | -9% | -17%
CCC(C)(C)NC(=O)C(c1cccn1C)N(C(=O)Cn1nnc2ccccc21)c1ccccc1OC (configuration not stated) | -1% | 4% | 6% | 10% | -5% | 20% | 8% | 6%[57.5 µM]
O=C(Cc1ccc(NC(=O)C2CCN(C(=O)C3CCC3)CC2)cc1)Nc1cccc(C(=O)N2CCCC2)c1 | 6% | 10% | 5% | -6% | -24% | 11% | -4% | i
CCS(=O)(=O)N1CCN(C(=O)c2ccc(-c3ccccc3)cc2)CC1 | 8% | 10% | 13% | -3% | -1% | 8% | 0% | -4%[57.5 µM]
CCn1c(C)c(C(C)=O)c(N2CCC(C(N)=O)CC2)nc1=S | 8% | -12% | -11% | -2% | 8% | 9% | 0% | -3%[57.5 µM]
COc1ccc(-c2coc3cc4oc(=O)c5ccccc5c4cc23)cc1F | 13% | 23% | -11% | 7% | 11% | / | 12% | 6%
COc1ccc(C(=O)N2CCCC2(C)C(=O)O)cc1C(F)(F)F (configuration not stated) | 7% | -7% | 3% | -6% | -10% | -14% | 18% | -28%
COc1ccc(Br)cc1/C=N/NC(=O)c1ccc(OC)c(OC)c1 | 17% | -15% | -14% | 3% | 15% | 18% | -1% | -8%
COc1ccc(NC(=O)CSc2nc3sc(C)c(C)c3c(=O)n2Cc2ccco2)cc1 | 9% | -6% | 5% | 1% | 5% | 18% | -1% | i
COc1ccc(/C=C/c2nnc(NC(=O)C(C)C)s2)cc1 | 3% | 25% | 0% | 1% | -1% | 8% | 2% | -5%
CC(=O)NC(c1cccc(F)c1)c1nc(-c2cnn(C)c2)cs1 (configuration not stated) | 4% | 7% | 3% | -7% | -15% | -20% | 1% | i
O=C(COc1ccc2ccc(=O)oc2c1)Nc1ccc(N2CCCCC2)cc1 | -4% | 17% | -20% | 18% | -1% | -8% | -4% | -6%
CCOc1ccccc1NC=C1C(=O)OC(C)(C)OC1=O | 7% | 19% | -1% | -9% | 9% | -8% | 15% | -41%[inhibitor]
COc1ccc(CCNC(=O)C(=O)NCC2OCCN2S(=O)(=O)c2ccc(Br)cc2)cc1 (configuration not stated) | -2% | -8% | -8% | -1% | 0% | / | 0% | -6%
O=C(NCCCn1ccnc1)c1cn(-c2ccccc2)nc1-c1ccccc1 | 5% | -14% | -5% | 6% | -1% | 14% | -4% | 12%[57.5 µM]
CC1CN(S(=O)(=O)c2cccc(C(=O)OCCOc3ccccc3)c2)CC(C)O1 (configuration not stated) | 11% | 13% | -15% | -1% | 12% | / | -3% | -34%[inhibitor]
CCN(CC(=O)NC1CC1)S(=O)(=O)c1ccccc1 | 9% | 13% | 0% | -4% | 12% | -5% | -1% | i
Cn1c(=O)c2sccc2n2c(CCCC(=O)N3CCCCC3)nnc12 | 4% | 14% | -4% | -1% | 3% | -24% | -3% | i
COc1cc(C)c(Cl)cc1S(=O)(=O)n1ccnc1 | 7% | -6% | 18% | -6% | 9% | 7% | -4% | -2%
O=C(COC(=O)/C=C/c1ccc(Cl)cc1)Nc1ccccc1 | 12% | 0% | -22% | -1% | 1% | 22% | -4% | i
Cc1nn(CCCC(=O)Nc2sc3c(c2C#N)CCC3)c(C)c1[N+](=O)[O-] | 8% | -13% | 17% | 1% | 1% | 30% | -22% | -12%
CN(c1ccccc1)S(=O)(=O)c1cc(Cl)ccc1Cl | 7% | 2%[9.22 µM] | -21% | -11% | 2% | 1% | 2% | i
CC(C)CN(C(=O)COC(=O)Cc1c[nH]c2ccccc12)C1CCS(=O)(=O)C1 (configuration not stated) | 6% | -2% | -5% | 1% | 11% | 16% | 0% | -6%[57.5 µM]
Fc1cccc(Cc2noc(CN3CCCCC3CCc3ccccn3)n2)c1 (configuration not stated) | -5% | -8% | -11% | -15% | -3% | -3% | -3% | -4%
CCOc1cccc(CN2CCC(n3nccc3NC(=O)C3CCCC3)CC2)c1 | -1% | -18% | -3% | 13% | -15% | 19% | -2% | 10%
CCN(CC)c1ccc(CNc2nc3ccccc3n2CC)cc1 | 6% | -17% | -30% | -8% | 2% | 11% | -3% | ?
Nc1c(C(=O)C2CC2)sc2nc(-c3ccccc3)cc(C(F)(F)F)c12 | -716%[inhibitor] | 14% | 9% | 212%[activator] | 5% | 25% | 2% | i
OC[C@H]1O[C@@H](c2nc(-c3ccc4c(c3)CCO4)no2)[C@H](O)[C@@H](O)[C@H]1O | 4% | 28% | 0% | 2% | 16% | -23% | -16% | i
O=C(Cn1ncc2c([nH]c3ccccc32)c1=O)N1CCc2ccccc2C1 | 4% | 4% | 22% | -1% | 6% | -5% | -3% | -1%
O=C1OC[C@@H]2CCCN2C(=O)[C@H](CC(=O)N(CCO)Cc2ccccc2)C/C=C\C[C@H]1Cc1ccc(F)cc1 | 7% | 6% | -17% | -4% | 0% | 32% | 0% | -24%
COc1ccccc1/C=C/C(=O)OCC(=O)NCc1ccco1 | 1% | 14% | -10% | 4% | -8% | / | -17% | i
O=C(CC1SC(=Nc2ccccc2)N(CCc2c[nH]c3ccccc23)C1=O)Nc1ccccc1F (configuration not stated) | 19% | 15% | -15% | -7% | 20% | ? | ? | i
COc1cccc(/C=C2\SC(=O)N(CCC(=O)NCCCn3ccnc3)C2=O)c1 | 9% | -4% | -12% | 3% | 14% | 9% | -2% | -6%

Assay outcomes deposited in PubChem by National Center for Advancing Translational Sciences (NCATS).
